RGS4 inh: human RGS4 inhibition | P49798 | actives 0.039% (n = 390,000) | Transcreener GDP fluorescence polarization, RGS4-accelerated GTP hydrolysis | AID 504845 | Potency, µM (top dose mostly 114 µM), inactives show at the top dose activity change, negative = inhibition, usual class: inhibitors; also: % is scaled to controls: 0 for no effect and ±100 for the full control effect; nearly all actives have a fitted effect of over 75% in size; some results filed as inactive show a strong effect at the top dose
Target sequence (P49798 whole entry, looked up): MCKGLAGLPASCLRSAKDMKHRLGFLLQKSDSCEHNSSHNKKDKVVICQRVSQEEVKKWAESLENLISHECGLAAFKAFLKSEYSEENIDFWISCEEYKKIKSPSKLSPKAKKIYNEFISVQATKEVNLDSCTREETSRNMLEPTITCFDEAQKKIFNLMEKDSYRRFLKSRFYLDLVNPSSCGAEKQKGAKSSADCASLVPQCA
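MLSMR compounds (23 nl, pin-transferred) preincubated 10 min at room temperature with a 500nM (2x) first reagent, then RGS4 at 900nM (2x) plus Transcreener GDP mix added; fluorescence polarization (620/688 nm) read before and after 90 min at 30 °C.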
mIDH1 inhibitor: inhibitors of human mutant IDH1 R132H | O75874 | actives 0.093% (n = 390,000) | Potency, µM (highest dose often 76.6 µM), for inactives: at the highest dose activity change, negative = inhibition, actives largely listed as inhibitors | IDH1-R132H enzyme, NADPH consumption, diaphorase/resazurin fluorescence; also: % is scaled to controls: 0 for no effect and ±100 for the full control effect; nearly all actives have a fitted effect of over 65% in size
Target sequence (O75874 whole entry R132H, stated change not applied): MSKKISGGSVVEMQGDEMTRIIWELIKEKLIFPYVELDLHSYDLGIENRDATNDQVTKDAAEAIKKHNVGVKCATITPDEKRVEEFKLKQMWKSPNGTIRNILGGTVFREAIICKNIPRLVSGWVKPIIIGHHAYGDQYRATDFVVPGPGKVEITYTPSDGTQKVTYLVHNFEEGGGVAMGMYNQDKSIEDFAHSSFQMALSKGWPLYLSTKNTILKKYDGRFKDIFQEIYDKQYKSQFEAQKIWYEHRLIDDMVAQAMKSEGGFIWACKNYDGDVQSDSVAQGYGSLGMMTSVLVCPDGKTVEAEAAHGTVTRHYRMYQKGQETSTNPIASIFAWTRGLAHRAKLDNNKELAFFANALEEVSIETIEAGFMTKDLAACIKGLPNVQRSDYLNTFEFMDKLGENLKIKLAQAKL
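IDH1-R132H (0.5 ug/mL) preincubated 30 min with compound, then NADPH (0.016 mM) and alpha-KG (2 mM) added; 80 min at RT, pH 7.5. Remaining NADPH coupled via diaphorase/resazurin to fluorescence (540/590 nm); concentration-response curves normalized to no-enzyme control.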
TrxR1 substrate: rat thioredoxin reductase 1 substrate activity; AID 588456; O89049; actives 0.01% (n = 390,000); purified TrxR1 substrate turnover, NADPH consumption readout; Potency, µM (doses to about 114 µM), without a hit: top-dose activity change, negative = substrate turnover; also: % is scaled to controls: 0 for no effect and ±100 for the full control effect; nearly all actives have a fitted effect of over 50% in size
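Rat TrxR1, dispensed at 90 nM, was prereduced with 400 uM NADPH (final) for 5 min at ~22 deg C, then incubated with compound 15 min before 400 uM selenite. A first-read NADPH fluorescence drop versus no-compound background flagged substrates.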
Vif-A3F inh: blocks the Vif interaction with APOBEC3F; HeLa A3F-eYFP + Vif (tagged APOBEC3F with the HIV-1 protein that degrades it), YFP fluorescence increase; Potency, µM (top dose mostly 46.1 µM), for the others: at the highest dose activity, negative = active; actives 0.2% (n = 390,000); AID 602313; also: % of control where 0% means no effect; nearly all actives have a fitted effect of over 65% in size
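HeLa cells stably expressing A3F-eYFP plus Vif, plated and incubated overnight at 37 deg C, then exposed to compounds overnight at 37 deg C. Blocked degradation read as raised yellow fluorescence (Ex 488/Em 500-530).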
rTrxR1 inhibitor: inhibitors of rat thioredoxin reductase 1; O89049; recombinant rTrxR1, NADPH fluorescence consumption, selenite substrate; Potency, µM (top dose mostly 114 µM), for the others: at the highest dose activity change, negative = inhibition, hits mostly inhibitors; actives 1% (n = 390,000); AID 588453; also: % is scaled to controls: 0 for no effect and ±100 for the full control effect; nearly all actives have a fitted effect of over 65% in size
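Rat TrxR1 (90 nM in the dispensed reagent) was pre-reduced with 400 uM NADPH for 5 min at room temperature, then incubated with compound for 15 min. After 400 uM selenite was added, NADPH fluorescence (Ex 340/Em 450 nm) was followed for 8 min.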
RXFP1 agonist: activates the human relaxin receptor RXFP1. Q9HBX9. HEK293T-RXFP1 cAMP TR-FRET, 30 min; response scale: percent of porcine relaxin response, buffer zero. Potency, µM (highest dose often 57.5 µM), for the others: at the highest dose activation, most hits filed as activators. actives 0.3% (n = 370,000). AID 2676; also: % is scaled to controls: 0 for no effect and ±100 for the full control effect; nearly all actives have a fitted effect of over 60% in size; many of its hits are not listed in these tables
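HEK293T cells stably expressing RXFP1 were pretreated with the PDE4 inhibitor Ro 20174, exposed to compounds for 30 min at 37C, lysed, and cAMP was read by TR-FRET. Data normalized to buffer (basal) and 29 nM porcine relaxin (100%).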
USP1-UAF1 inh: USP1/UAF1 (human) deubiquitinase inhibition | recombinant USP1/UAF1, Ub-Rhodamine cleavage fluorescence | Potency, µM (highest dose often 57.1 µM), for inactives: at the highest dose activity change, negative = inhibition, actives largely listed as inhibitors | actives 0.23% (n = 390,000) | AID 743255; also: % is scaled to controls: 0 for no effect and ±100 for the full control effect; nearly all actives have a fitted effect of over 60% in size; inactives centre near -12
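1 nM enzyme complex + cpd, 15 min RT; start with Ub-Rho 150nM final; kinetic fluorescence ex 480/em 540, 6 reads q60 s. Buffer 50mM HEPES pH 7.8, 0.5mM EDTA, 0.1 mg/ml BSA, 1mM TCEP, 0.01% Tween-20.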
Vif-APOBEC3G blk: blocks the Vif interaction with human APOBEC3G | Q9HC16 | HeLa A3G-eYFP + Vif (tagged APOBEC3G with the HIV-1 protein that degrades it), YFP fluorescence, overnight | Potency, µM (titrated, usually from 46.1 µM), for inactives: at the top dose activity, negative = active, hits mostly inhibitors | actives 0.076% (n = 410,000) | AID 602310;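 also: % is scaled to controls: 0 for no effect and ±100 for the full control effect; nearly all actives have a fitted effect of over 60% in size; hits raise eYFP signal because A3G escapes Vif-driven loss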
Target sequence (Q9HC16 whole entry, looked up): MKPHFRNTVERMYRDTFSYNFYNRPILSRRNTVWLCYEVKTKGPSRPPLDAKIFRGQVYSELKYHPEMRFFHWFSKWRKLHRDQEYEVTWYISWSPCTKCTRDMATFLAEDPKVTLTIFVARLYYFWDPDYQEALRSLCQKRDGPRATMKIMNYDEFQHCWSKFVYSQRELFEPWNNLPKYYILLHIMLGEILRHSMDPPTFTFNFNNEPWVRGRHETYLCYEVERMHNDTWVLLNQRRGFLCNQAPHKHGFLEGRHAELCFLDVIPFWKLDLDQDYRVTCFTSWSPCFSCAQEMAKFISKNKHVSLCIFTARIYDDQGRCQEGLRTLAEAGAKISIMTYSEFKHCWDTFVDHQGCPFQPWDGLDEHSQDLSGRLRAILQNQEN
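HeLa cells stably expressing Vif and C-terminally eYFP-tagged A3G, seeded overnight at 37 deg C, then exposed to compound by pintool overnight at 37 deg C. Rise in yellow fluorescence (Ex 488/Em 500-530, Acumen) marks blocked Vif-driven A3G degradation.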
ALOX12 inh: inhibitors of human 12S-lipoxygenase ALOX12 | P18054 | purified 12hLO, xylenol orange hydroperoxide absorbance | Potency, µM (top dose mostly 108 µM), for inactives: at the top dose activity change, negative = inhibition, hits mostly inhibitors | actives 1.1% (n = 580,000) | AID 1671190; also: % is scaled to controls: 0 for no effect and ±100 for the full control effect
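Hydroperoxide product was detected by ferrous iron/xylenol orange as the 573 to 405 nm absorbance ratio. Arachidonic acid at 40 uM (final) was turned over for 30 min at room temperature by 150 nM human 12hLO, pH 7.0 Hepes buffer, after 15 min compound preincubation.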
* hit, by the source's call; ? = inconclusive; · = not tested or not shown; [ ] = dose if it differs, or a comment. Calls follow the shape of the dose curve; as a rule, active = well fitted curve in the direction sought with a large enough effect; inconclusive = small, poorly fitted or top-dose-only effect, or another doubt; inactive = no such curve, though single readings can be large; an effect the other way counts as inactive or inconclusive. Potency is read from the fitted curve at half-maximal effect. A portion of the library; the hit share may differ from the screen's.

Every second line gives: RGS4 inh	mIDH1 inhibitor	TrxR1 substrate	Vif-A3F inh	rTrxR1 inhibitor	RXFP1 agonist	USP1-UAF1 inh	Vif-APOBEC3G blk	ALOX12 inh
1: CCOC(=O)c1sc2nc(C)nc(NCc3ccccc3OC)c2c1C
 : 2%	-9%	25%	1%	24%	4.3%	-25%	-5%	12%
2: Cn1cnnc1SCC(=O)c1cc2ccccc2oc1=O
 : -26%	3%	7%	-11%	7.1µM*	-1.3%	-22%	3%	6.3µM*
3: O=C(O)c1cccc(Cn2cc(Br)cn2)c1
 : 14%	-5%	5%[57.1 µM]	3%	12%	1.3%	1%	-1%	0%
4: COc1ccc(NC(=O)Cn2nc3c(cc2=O)CCCC3)cc1Cl
 : 9%	-13%	5%[57.1 µM]	-16%	25%[57.1 µM]	0.4%	-4%	4%	-25%
5: O=C(OCC(=O)N1CCCC1=O)C1COc2ccccc2O1 (stereo not given)
 : -16%	-3%	3%	-5%	6%	0.4%	-1%	-4%	0%
6: CC(C)(C)c1ccc(S(=O)(=O)N2CCN(C(=O)C3CCC3)CC2)cc1
 : 9%	-1%	-6%	-10%	4%	1.5%	-19%	0%	-8%
7: NC1=NC[C@H](Cc2ccccc2)N1CCCCC1CCCCC1
 : 7%	3%[38.3 µM]	6%	10%	33%	0.0%	-11%	-10%	?
8: Cc1cc(=O)oc2cc(OCC(=O)N3CCc4ccccc4C3)ccc12
 : -3%	8%	26%	0%	-6%	2.8%	1%	-1%	-7%
9: Cc1cc(NC(=O)c2ccc3c(c2)OCCO3)ccc1NC(=O)c1ccco1
 : 10%	10%	-2%[57.1 µM]	13%	-3%[57.1 µM]	0.1%	-12%	-1%	-3%
10: O=C(OCC#CCSc1nnc(-c2ccncc2)o1)c1sc2ccccc2c1Cl
 : -13%	4%	-7%	-2%	-14%	0.6%	-22%	2%	11%
11: CC(C)c1nc(-c2ccccc2)c(-c2ccccc2)[nH]1
 : 7%	3%	10%[57.1 µM]	5%	14%[57.1 µM]	0.1%	0%	-12%	0%
12: COc1ccc(/C=C2/N=C(SCC(=O)Nc3cc(C)on3)N(c3ccccc3)C2=O)cc1
 : 6%	2%	6%	?	5%	4.1%	-16%	-8%	-22%
13: Cc1csc(SC(C)c2nc3scc(-c4ccccc4)c3c(=O)[nH]2)n1 (stereo not given)
 : 14%	3%	1%	0%	29%	1.8%	-19%	1%	1%
14: Cc1cc(C)c2c(c1)/C(=N/NS(=O)(=O)c1ccc(Br)cc1)CCC2
 : ?	4%	-7%	-12%	-11%	2.3%	-10%	-10%	-15%
15: COCCNc1nnc(SC(C)C(=O)Nc2c(C)n(C)n(-c3ccccc3)c2=O)s1 (stereo not given)
 : 20%	5%	-12%	-2%	-8%	-0.2%	-8%	0%	0%
16: CCCC(=O)Nc1cc(C)c(NC(=O)c2ccccn2)cn1
 : 9%	6%	25%[57.1 µM]	-6%	22%[57.1 µM]	-3.0%	-6%	0%	-2%
17: CC1CCCC(C)N1C(=O)CN1CCN(c2nc(-c3ccc(F)cc3)cs2)CC1 (stereo not given)
 : 4%	6%	5%	-2%	15%	0.9%	-17%	1%	-50%
18: COc1ccccc1NS(=O)(=O)c1cccc(C(=O)NNC(=O)c2ccc(O)c(Cl)c2)c1
 : -6%	2%	3%	-6%	13%	-0.5%	-26%	3%	5%
19: CC(/C=C1\SC(=S)N(C(C(=O)O)c2ccccc2)C1=O)=C\c1ccccc1 (stereo not given)
 : -15%[56.9 µM]	-12%	5%[57.1 µM]	-24%	3%[57.1 µM]	-0.4%	-26%	-1%	?
20: Fc1cccc(CN2CCN(c3nc4nonc4nc3NC3CC3)CC2)c1
 : -24%	-8%	-13%	1%	-8%	3.9%	-14%	0%	-2%
21: COc1ccc2ccccc2c1CN(C)Cc1ccccc1
 : -17%	10%	7%	-10%	29%	-3.5%	-22%	1%	0%
22: CC(=O)N1CCCc2cc(S(=O)(=O)Nc3ccc(OC(F)(F)F)cc3)ccc21
 : -6%	0%	2%[57.1 µM]	-1%	15%[57.1 µM]	0.6%	-7%	0%	-12%
23: COc1ccc(CNC(=O)CSCc2cnn(-c3ccccc3)c2-n2cccc2)cc1
 : 17%	3%	3%[57.1 µM]	-4%	4%	-0.6%	-19%	2%	?
24: CN(C)c1ccc(C(=O)Nc2nc3c(s2)CCCC3)cc1
 : 11%	8%	2%	1%	24%	-0.9%	-31%	3%	?
25: Cc1cccc(-n2c(=S)[nH]c3nc4c(cc3c2=O)COC(C)(C)C4)c1
 : 11%	-1%	-4%[57.1 µM]	2%	-13%[57.1 µM]	21%	-2%	0%	169%[activator]
26: CCOCCCNC(=O)C(c1ccccc1)N(Cc1cccs1)C(=O)CNC(C)=O (stereo not given)
 : 16%	1%	0%	3%	18%	1.4%	-15%	2%	8%
27: O=C(OCN1C(=O)c2ccccc2C1=O)c1cccc(OC(F)F)c1
 : 20%	-5%	-1%	-10%	-7%	-0.5%	?	4%	-27%
28: O=C(Cn1c(=O)n(CCc2c[nH]c3ccccc23)c(=O)c2cccnc21)Nc1ccccc1F
 : -1%	-14%	-5%	-9%	-2%	-0.2%	-21%	3%	-1%
29: CCOc1ccccc1NC(=O)C1CCN(c2nc(-c3ccc(OC)cc3)no2)CC1
 : 24%	3%	3%[57.1 µM]	5%	-1%[57.1 µM]	0.9%	-20%	5%	-19%
30: COc1ccccc1NC(=O)Cn1nc(-c2ccncc2)nc1SCC(=O)NC1CCCC1
 : -3%	2%	2%[57.1 µM]	-37%	3%[57.1 µM]	3.0%	-20%	-7%	101%[activator]
31: S=c1[nH]nc(Cc2cccs2)n1-c1ccccc1Cl
 : 27%	-4%	8%[57.1 µM]	-9%	-15%[57.1 µM]	1.0%	2%	1%	-23%
32: Cc1cc(C(=O)OCC(=O)N2CCOCC2)ccc1[N+](=O)[O-]
 : -4%	3%	3%[57.1 µM]	12%	51%[activator][57.1 µM]	0.6%	-6%	1%	-23%
33: CCN1CCc2c(sc(NC(=O)CSc3ccccc3)c2-c2nc3ccccc3s2)C1
 : -11%	-8%	4%	?	22%	6.9%	·	?	?
34: COc1cccc(CNC(=O)N2CCN(S(=O)(=O)c3ccc(Cl)cc3)CC2)c1
 : 3%	-1%	2%	-5%	24%	-1.1%	-7%	3%	-26%
35: COc1ccc(-c2cc3cc(OC)c(OC)cc3c(C)n2)cc1C
 : 2%[11.4 µM]	6%	15%	-11%	5%	7.5%	-7%	2%	24%
36: C=CCN(C(=O)Nc1ccc(F)cc1)C1CC(=O)N(c2ccc(OC)cc2)C1=O (stereo not given)
 : -6%	9%	1%	-5%	4%	-0.8%	-9%	2%	-14%
37: Cc1cc(C)cc(OCC(=O)Nc2ccc(Cl)c(-c3nc4ncccc4o3)c2)c1
 : -5%	14%	3%	-12%	12%	1.7%	-12%	-1%	-20%
38: FC(F)(F)c1cccc(/C=N/NC(=S)NC2CCCCC2)c1
 : -13%	6%	7%[57.1 µM]	0%	32%[57.1 µM]	0.7%	-3%	-5%	-17%
39: OC1(c2cccc(C(F)(F)F)c2)CCN(Cc2nnnn2Cc2ccccc2)CC1
 : -4%	3%	-2%	14%	3%	2.0%	-27%	4%	-4%
40: Cc1ccc(Cl)cc1NC(=O)CSc1nccn1C
 : 3%	4%	3%[57.1 µM]	6%	30%[57.1 µM]	0.6%	?	0%	-18%
41: COc1ccc(-n2ncc3c2CC(C)(C)CC3NC(=O)CCC2=NNC(=O)CC2)cc1 (stereo not given)
 : -3%[56.9 µM]	0%	-1%[57.1 µM]	-4%	31%[57.1 µM]	1.6%	-8%	6%	-14%
42: CCCCn1c(N)c(N(CCOC)C(=O)CSc2nnc(-c3ccco3)n2CC)c(=O)[nH]c1=O
 : 1%	-12%	0%	2%	-12%	·	-3%	2%	-2%
43: O=C(O/N=C\c1ccc(N2CCCCC2)c([N+](=O)[O-])c1)c1c(F)cccc1F
 : -12%	7%	-7%	5%	-6%	3.8%	-13%	-8%	-16%
44: COc1ccccc1C(=O)NC(CCSC)C(=O)OCC(=O)c1ccc[nH]1 (stereo not given)
 : 8%	2%	-3%	1%	-2%	5.6%	-20%	-7%	6%
45: c1ccc2c(Nc3nc4c(s3)CCCC4)cccc2c1
 : -15%[11.4 µM]	11%	7%	-7%	8%[57.1 µM]	-0.3%	-13%	-5%	0%
46: O=C(NCc1ccccn1)Nc1cc(Cl)cc(Cl)c1
 : 13%	-8%	0%	5%	22%	0.8%	-26%	2%	11%
47: Cc1noc(C)c1COC(=O)COc1ccc(-c2ccccc2)cc1
 : -10%	4%	-1%	-3%	14%	-0.4%	-16%	-2%	3%
48: CC(C)(C)c1nn2cnnc2n(/N=C/c2ccc(O)cc2)c1=O
 : -4%	6%	-2%	-6%	4%	0.8%	-7%	-4%	-1%
49: COC(=O)c1sc2ncn(CC(=O)N(C)C3CCCCC3)c(=O)c2c1C
 : -9%	-11%	12%[0.0914 µM]	14%	16%[57.1 µM]	5.5%	-17%	-2%	10%

Compound activity as filed in PubChem BioAssay.
